Source: PubChem BioAssay (several laboratories)
MBD2 DNA inh = inhibitors of human MBD2 binding to methylated oligonucleotide | Q9UBB5 | inhibition, % at 4.4 µM | TR-FRET | AID 686964 | 370,000 compounds, 0.31% hits; in the data active = inhibition above about 13%
Target sequence (Q9UBB5 whole entry, looked up): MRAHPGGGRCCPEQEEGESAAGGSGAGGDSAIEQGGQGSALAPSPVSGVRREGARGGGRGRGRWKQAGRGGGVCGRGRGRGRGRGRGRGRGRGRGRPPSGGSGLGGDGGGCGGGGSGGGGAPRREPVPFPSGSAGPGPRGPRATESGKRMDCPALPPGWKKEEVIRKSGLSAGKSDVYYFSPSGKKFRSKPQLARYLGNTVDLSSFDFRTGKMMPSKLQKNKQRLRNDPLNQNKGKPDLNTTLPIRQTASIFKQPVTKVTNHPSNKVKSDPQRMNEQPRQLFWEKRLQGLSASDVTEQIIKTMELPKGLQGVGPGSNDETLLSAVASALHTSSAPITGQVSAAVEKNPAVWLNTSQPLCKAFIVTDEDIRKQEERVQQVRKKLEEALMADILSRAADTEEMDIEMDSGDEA
SMARCA2 act = activators of SMARCA2 function; activation, % at 9.1 µM; 370,000 compounds, 1% hits; MG213 cells, MMTV-luciferase reporter, dexamethasone, overnight; in the data active = activation above about 7.8%;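 note: 0% = vehicle wells and 100% = reference activator wells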
DAX1 inh-1 = blocks DAX1 repression of SF-1 activated StAR promoter; HEK293T StAR-luciferase reporter, SF-1/DAX-1 repression relief; inhibition, % at 6.8 µM; AID 652010; 370,000 compounds, 1.1% hits;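 active = inhibition above the mean over all tested compounds plus 3 SD, cut at about 3.6% in these data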;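 note: 0% = DAX-1 cells with DMSO and 100% = cells lacking DAX-1 with DMSO; higher inhibition means more luminescence from relief of DAX-1 repression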
ssDAF-12 act = activators of S. stercoralis DAF-12 nuclear receptor. activation, % at 6.8 µM. 370,000 compounds, 1% hits. HEK293 ssDAF-12/GRIP1 lit1-tk-luc reporter, luminescence; % of 3 µM dafachronic acid response;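 active = activation above the mean over all tested compounds plus 3 SD, cut at about 0.9% in these data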;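 note: 0% = DMSO-only wells and 100% = 3 µM delta7-dafachronic acid wells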
hgDAF-12 ag = agonists of H. glycines DAF-12 nuclear receptor; 370,000 compounds, 1.8% hits; HEK293 GAL4-hgDAF12 UAS-luciferase reporter, agonist luminescence; normalized to butyrate control; activation, % at 6.8 µM;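 active = activation above a cutoff set at the mean of all screened compounds plus 3 SD, cut at about 10% in these data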;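 note: 0% = DMSO wells and 100% = sodium butyrate wells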
ADAM17 inh = inhibitors of human ADAM17; P78536; recombinant ADAM17, EDANS/DABCYL FRET peptide cleavage; inhibition, % at 6.95 µM; 370,000 compounds, 0.83% hits; AID 720648;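 active = inhibition above the mean of compounds lying between control limits plus 3 SD, set per campaign, cut at about 8.5% in these data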;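 note: 0% = DMSO-only wells as the low control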
Target sequence (P78536 215-824 limits assumed): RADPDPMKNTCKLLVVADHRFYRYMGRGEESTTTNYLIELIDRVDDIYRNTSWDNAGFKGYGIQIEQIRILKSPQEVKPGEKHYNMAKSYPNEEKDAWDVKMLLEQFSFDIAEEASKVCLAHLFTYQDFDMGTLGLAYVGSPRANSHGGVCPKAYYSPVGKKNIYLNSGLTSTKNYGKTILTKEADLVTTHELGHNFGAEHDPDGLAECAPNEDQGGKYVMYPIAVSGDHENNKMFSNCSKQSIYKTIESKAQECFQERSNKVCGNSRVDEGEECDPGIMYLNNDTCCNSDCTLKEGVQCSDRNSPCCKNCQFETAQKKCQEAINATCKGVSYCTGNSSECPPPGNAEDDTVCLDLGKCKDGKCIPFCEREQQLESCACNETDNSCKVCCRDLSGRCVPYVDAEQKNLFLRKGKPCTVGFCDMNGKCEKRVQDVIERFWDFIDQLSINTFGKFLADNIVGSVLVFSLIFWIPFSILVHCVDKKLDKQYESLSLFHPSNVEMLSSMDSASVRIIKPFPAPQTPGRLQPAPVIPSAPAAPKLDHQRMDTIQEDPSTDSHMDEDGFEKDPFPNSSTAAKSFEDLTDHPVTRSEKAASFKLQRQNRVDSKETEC
PLCb3 inh = inhibitors of human phospholipase C beta3. Purified PLC-beta3, fluorogenic substrate, fluorescence. inhibition, % at 12.2 µM. 370,000 compounds, 0.18% hits; in the data active = inhibition above about 11%;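 note: 0% = median of compound wells on plate and 100% = full blocker control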
NR1D1 modulator = Rev-erb alpha (human) modulation; P20393; 370,000 compounds, 0.79% hits; Rev-erbα–FITC-DNA binding, fluorescence polarization, 90 min; AID 1259318; activity, % at 10 µM;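 active = activity above about 14%, limit read from the data; passing the limit was not always enough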;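 note: 0% = DMSO wells with 35 nM protein and 100% = DMSO wells with 750 nM protein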
hcDAF12 agonist = activates DAF-12 receptor from parasite H. contortus; HEK293 hcDAF-12 lit1-tk-luc reporter, luminescence; 0% DMSO, 100% Δ7-dafachronic acid; activation, % at 6.8 µM; 370,000 compounds, 1.4% hits;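 active = activation above the mean of all tested compounds plus 3 SD, cut at about 5.5% in these data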;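 note: 100% = response to 3 µM Δ7-dafachronic acid high control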
PLC-gamma1 inh = inhibitors of human phospholipase C gamma1 | purified PLC-gamma1, fluorogenic substrate, fluorescence | inhibition, % at 12.2 µM | 370,000 compounds, 0.84% hits | AID 720700; in the data active = inhibition above about 9.5%
DAX1 inh-2 = inhibitors of human orphan nuclear receptor DAX1 (NR0B1). P51843. HEK293 Gal4-DAX1 luciferase reporter, luminescence. inhibition, % at 6.75 µM. 340,000 compounds, 0.99% hits. AID 504766;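 active = inhibition above the mean over all tested compounds plus 3 SD, cut at about 4.2% in these data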;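 note: 0% = DAX1-transfected cells with DMSO and 100% = empty-vector control cells with DMSO; inhibition shows as a rise in luminescence from relieved DAX1 repression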
Numbers without * were called inactive; i = inactive; . = not tested or not shown; & = joins results of further samples. Rows are unselected; overall some 7.4% were active at least once.

SMILES | MBD2 DNA inh | SMARCA2 act | DAX1 inh-1 | ssDAF-12 act | hgDAF-12 ag | ADAM17 inh | PLCb3 inh | NR1D1 modulator | hcDAF12 agonist | PLC-gamma1 inh | DAX1 inh-2
CCOc1ccc(-c2c(=O)n(O)c3ccccc3[n+]2[O-])cc1 | -9 | 7 | 2.8 | 0.5 | 21* | -22 | -107 | -3 | 7.8* | -67 | 0.7
COc1ccc(OC)c(Nc2nc(N)c([N+](=O)[O-])c(NC3CCCCC3)n2)c1 | -1 | -1 | 0.0 | -1.4 | -1.4 | -1 | -1 | -5 | -0.8 | 5 | -0.2
CN(c1ccc(C(=O)N2CCN(Cc3ccccc3)CC2)cc1)S(=O)(=O)c1ccc(Cl)cc1 | -2 | 2 | -3.6 | -0.9 | -2.2 | 1 | -4 | 11 | -1.3 | 4 | -0.5
CCOC(=O)C1=CCN(S(=O)(=O)c2ccccc2[N+](=O)[O-])C1c1ccc(C)cc1 (stereo not drawn) | 2 | 0 | -0.6 | -1.5 | 0.5 | 2 | 1 | -3 | -0.8 | 0 | .
COC(=O)c1ccc(S(=O)(=O)N2CCCCCC2)n1C | 0 | -1 | -0.6 | -0.9 | -0.3 | 0 | -6 | -4 | 0.1 | 0 | 1.3
CC(=O)Cn1cnc2c(cnn2-c2ccc(F)cc2)c1=O | 4 | -5 | 2.2 | 1.0* | 3.8 | -3 | -1 | -4 | -1.2 | 0 | 1.4
Cc1ccc(SCc2cc(=O)[nH]c(/N=C(\N)Nc3cccc4ccccc34)n2)cc1 | -3 | -4 | 0.5 | -0.6 | -3.6 | 0 | -2 | 2 | -1.2 | 2 | 0.8
CC(C)(C)OC(=O)NCCCCCc1nnc(SCC(=O)Nc2cccc(Cl)c2)o1 | -4 | -2 | -1.1 | -2.3 | -2.0 | 4 | 3 | 7 | -1.0 | 5 | -2.1
COc1ccc(N=C2SC(C(=O)N3CCN(c4ccccc4)CC3)CC(=O)N2C)cc1 (stereo not drawn) | -4 | -2 | -1.4 | -1.6 | -1.1 | 0 | 2 | 0 | -0.8 | 3 | -0.4
Brc1ccc(C2=Nc3cccc4cccc(c34)N2)o1 | 6 | 5 | -0.1 | 0.1 | -1.5 | -3 | -16 | -39 | 3.2 | -12 | 1.3
CCc1nc2ccc(C(=O)Nc3cccc(OCC(=O)N(C)C)c3)cn2c1N(C)Cc1ccc(OC)cc1 | 4 | 0 | -2.5 | -1.4 | -2.2 | -5 | -7 | -3 | -0.5 | -3 | .
C[C@@H]1CN([C@H](C)CO)C(=O)CCCn2nncc2CO[C@@H]1CN(C)C(=O)Nc1ccc2c(c1)OCO2 | 1 | -4 | -0.1 | -1.3 | -2.1 | -2 | -15 | 3 | -0.8 | -9 | 1.1
CCCC1(c2ccccc2)NC(=O)N(CC(=O)Nc2cc(C)on2)C1=O (stereo not drawn) | 6 | -2 | 0.2 | -0.8 | 0.6 | -4 | -1 | 0 | -1.7 | 1 | -1.1
Cc1ccc(NC(=O)CSc2nnc(-c3cccnc3)n2Cc2ccco2)cc1C | 9 | -2 | 0.8 | -0.6 | 0.8 | -3 | -2 | 3 | -2.7 | -2 | .
Cc1ccc2nc(SCC(=O)Nc3ccc(Cl)cc3)nc(=O)n2c1 | 5 | -2 | 0.3 | -1.1 | -0.8 | -3 | -9 | -2 | 2.7 | 0 | 0.8
Cc1ccc(C)n1/N=C1/NC(=O)CS1 | 39* | -2 | -0.5 | -1.0 | -3.6 | -4 | -16 | -3 | 0.0 | -11 | 1.8
O=C(NCCN1CCOCC1)/C(=C\c1ccc(F)cc1)NC(=O)c1ccccc1 | -6 | -3 | 0.6 | -0.7 | -2.3 | 4 | -2 | 0 | 0.5 | 6 | 0.7
O=C(O)CSc1nc(SCc2ccccc2Cl)nc2c1CCCC2 | -1 | 1 | -0.9 | -1.2 | -3.6 | 0 | -1 | -6 | 0.2 | -4 | -0.3
O=C(O)CCCCCN1C(=O)C2CCCCC2C1=O (stereo not drawn) | 2 | -2 | -0.4 | -1.3 | -1.9 | 0 | 2 | -3 | -0.7 | -1 | 0.9
CCOC(=O)c1ccccc1NC(=O)COC(=O)CSC(C)C(=O)Nc1cc(C)on1 (stereo not drawn) | -2 | -1 | -0.2 | -0.9 | -1.8 | -2 | -7 | 0 | -1.3 | -2 | 0.5
OCCOC1CCCc2oc(-c3ccccc3)c(C#CC3(O)CCCCC3)c21 (stereo not drawn) | -7 | -1 | -0.4 | -1.0 | 1.9 | -25 | -14 | -2 | -0.2 | -15 | .
Cc1nn(CC(=O)N(C)C)c(=O)c2ccccc12 | -1 | 0 | 1.5 | -1.4 | 0.2 | 0 | 1 | -7 | 0.3 | -2 | 0.9
COc1ccc(Cl)cc1C(=O)NNC(=O)C1COc2ccccc2O1 (stereo not drawn) | -3 | 3 | -0.8 | -1.9 | -4.6 | -1 | -6 | 0 | -0.3 | 2 | -0.4
C=CCNC(=O)COc1ccc(N(C)S(=O)(=O)c2ccc(NC(C)=O)cc2)cc1 | 3 | -1 | 1.1 | -1.5 | 0.2 | -6 | -8 | 2 | 0.0 | -2 | -0.2
O=C(CCC(=O)N1CCN(S(=O)(=O)c2ccc(Cl)cc2)CC1)Nc1cccc(Br)c1 | 0 | -1 | -0.7 | -1.1 | -0.2 | 1 | -1 | 1 | 0.2 | -1 | 0.5

Just hcDAF12 agonist and NR1D1 modulator, for some of the entries so far:
compound | hcDAF12 agonist | NR1D1 modulator
CCOc1ccc(-c2c(=O)n(O)c3ccccc3[n+]2[O-])cc1 | 7.8* | -3
COc1ccc(OC)c(Nc2nc(N)c([N+](=O)[O-])c(NC3CCCCC3)n2)c1 | -0.8 | -5

Other structures follow:
SMILES | MBD2 DNA inh | SMARCA2 act | DAX1 inh-1 | ssDAF-12 act | hgDAF-12 ag | ADAM17 inh | PLCb3 inh | NR1D1 modulator | hcDAF12 agonist | PLC-gamma1 inh | DAX1 inh-2
Cc1ccc2c(CC(=O)O)coc2c1C | 1 | 2 | 2.0 | -1.4 | -1.1 | -4 | -2 | -6 | 0.9 | -3 | 1.0
CC12C(=O)N(c3ccccc3)C(=O)C1C(c1ccccc1)N1CCCN12 (stereo not drawn) | -4 | -1 | 0.1 | -0.5 | 2.3 | 0 | -1 | -1 | -0.1 | 5 | -0.3
COc1ccc(C(=O)Nc2cc(C)nn2-c2nc3ccccc3[nH]2)c(OC)c1 | -1 | 5 | -2.2 | -1.3 | -2.4 | 4 | -9 | -9 | -2.5 | -1 | -1.1
O=c1[nH]c2ccc(Cl)cc2c(-c2ccccc2)c1N1CCOCC1 | -4 | -3 | 0.4 | -1.8 | -0.5 | -3 | -129 | 2 | -0.6 | -108 | 1.3
C=CCn1c(SCc2cc(=O)n3ccsc3n2)nc2scc(C3CC3)c2c1=O | 4 | 0 | -0.6 | -0.5 | 4.3 | 2 | -6 | 1 | 0.2 | -2 | 0.4
COc1cccc(C(=O)NNc2nc(C)cc(C)n2)c1 | 5 | -4 | 0.5 | -1.5 | -0.6 | 0 | -1 | -1 | 0.9 | 2 | -0.2
C#CCOc1ccc(/C=C2/C(=O)N(c3cccc(C(=O)O)c3)N=C2C)cc1OC | -3 | 0 | 0.5 | -1.1 | 1.9 | 2 | -4 | -8 | 0.0 | 6 | -0.2
Cn1c(=O)c(=O)n(C)c2cc(N3CCOCC3)c(NS(=O)(=O)c3ccc(Br)cc3)cc21 | -2 | -1 | 0.4 | -0.5 | 1.5 | -2 | -52 | 3 | 0.2 | -36 | 0.8
Cc1ccc2cc(CN(C(=O)C3CCCO3)C3CCCCC3)c(=O)[nH]c2c1 (stereo not drawn) | 0 | 1 | -0.3 | -1.2 | -3.4 | -5 | -2 | -2 | 1.0 | 0 | 0.1
CCOC(=O)c1c(-c2ccc(C)s2)csc1NC(=O)c1cccs1 | 2 | 2 | 0.1 | -0.9 | -0.7 | -6 | -4 | 50* | 0.6 | -3 | 2.8
CCOC(=O)Cn1c(=O)n(Cc2ccc(OC)cc2)c(=O)c2cccnc21 | -5 | 0 | -0.2 | -1.1 | -0.9 | -6 | -6 | -1 | -1.9 | -1 | 1.1
CC1(C)NC(=O)N(CCCOc2ccccc2Br)C1=O | -2 | 0 | 0.8 | -1.0 | 3.8 | 1 | 0 | 3 | 1.7 | 3 | 1.3
CC1=C[C@@H](C)[C@@H](c2ccc(C(F)(F)F)cc2)OC1=O | 1 | 0 | -0.3 | -1.2 | 1.4 | 2 | -2 | -1 | -0.9 | -1 | 1.5
CC(=O)Nc1ccc(N2C(C(C)=O)=NN(c3ccccc3)C2c2cccs2)cc1 (stereo not drawn) | -3 | -4 | -0.2 | -1.8 | 3.2 | 0 | -20 | -5 | -1.1 | -12 | 0.3
O=c1c2c(nc3c(-c4cccc5ccccc45)c[nH]n13)CCC2 | -3 | -3 | 0.3 | -1.3 | -0.8 | -40 | i | 2 | -0.3 | -470 | 0.7
Cc1ccc(N(CC(=O)NCc2ccco2)C(=O)CNS(=O)(=O)c2ccc(F)cc2)c(C)c1 | 0 | -3 | 0.3 | -1.3 | 0.0 | 1 | -4 | -1 | -1.1 | 3 | -0.8
Cc1cc2nc(-c3cccc(Cl)c3)c(CC3CCCCC3)n2c(C)c1Br | -4 | -4 | 1.9 | 0.1 | 3.1 | -2 | -16 | 8 | 3.0 | -2 | .
O=C(Nc1nnc(-c2ccccc2)s1)c1ccccc1O | -2 | 4 | 1.0 | -0.7 | 3.7 | 1 | -21 | -3 | 0.9 | -13 | 2.8
CC(=O)Nc1ccc(NC(=O)c2ccc(COc3ccccc3Br)o2)cc1 | 5 | -2 | -0.2 | -1.5 | -3.2 | 0 | -17 | 1 | -1.4 | -6 | 2.2
Cc1cc(C)n(CC(=O)N/N=C/c2ccc([N+](=O)[O-])s2)n1 | -4 | 0 | -1.7 | -1.3 | -6.5 | -4 | -10 | 0 | -1.1 | -8 | .
CCCCOc1ccccc1C1NC(=O)CCC1[N+](=O)[O-] (stereo not drawn) | 7 | -1 | -0.3 | 0.4 | -1.8 | -3 | -8 | 3 | 1.8 | -2 | 0.2
COc1ccc(/C(O)=C2/C(=O)C(=O)N(CC3CCCO3)C2c2ccc(O)c(OC)c2)cc1 (stereo not drawn) | -3 | 1 | 0.7 | -0.6 | -2.7 | 0 | 2 | 4 | -1.4 | 7 | 0.0
COc1ccc(OC)c(CN2CCN(C(=O)c3ccc(S(=O)(=O)N4CCCCCC4)cc3)CC2)c1 | 1 | 2 | -0.3 | -1.5 | 0.2 | 1 | 1 | -9 | 0.7 | -1 | -0.1
O=C(/C=C/[C@H]1O[C@@H](n2ccc(=O)[nH]c2=O)[C@H](O)[C@@H]1O)NCc1ccccc1 | -1 | -5 | -0.5 | -0.9 | 0.3 | -6 | 1 | 0 | -1.7 | 5 | .
CCOc1ccc(-n2c(COc3ccc(C)cc3)nnc2SCC(N)=O)cc1 | -6 | 0 | 0.0 | -0.9 | -1.9 | -3 | 1 | 0 | -0.3 | 0 | -0.8
Cc1nccn1CC1CCc2c(c3ccccc3n2C)C1=O (stereo not drawn) | 1&3 | -6&-1 | 0.3&0.4 | -1.4&-1.7 | -2.1&0.3 | -3&-9 | 6&-4 | -4&2 | 0.9&-0.7 | 0&-1 | 0.8&1.9
